High-throughput results deposited in PubChem BioAssay by National Center for Advancing Translational Sciences (NCATS).
p53null 32C tox: p53 null cell cytotoxicity, permissive temperature; H1299-neo p53 null cells, ATP luminescence, 24 h, 32C; Potency, µM (series often up to 46.1 µM), for inactives: top-dose activity change, negative = cytotoxicity, hits mostly cytotoxic; 55,000 compounds, 0.62% hits;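 note: 0% = DMSO only and -100% = full killing by 100 µM tamoxifen; nearly all actives have a fitted effect of over 55% in size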
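Luminescent ATP readout gave cell viability of p53-null H1299-neo cells after a 24 h compound exposure at the permissive 32C. Titrations ran up to 46 uM, and AC50s were fitted with the standard Hill equation.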
p53null 39C tox: selectivity test: cytotoxicity in p53 null cells, nonpermissive temperature; 55,000 compounds, 0.97% hits; Potency, µM (doses to about 46.1 µM), inactives show at the highest dose activity, negative = cell killing, hits mostly cytotoxic; H1299 p53-null (neo) cells, 39C, ATPlite viability, 24 h;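 note: 0% = DMSO only and -100% = full killing by 100 µM tamoxifen; nearly all actives have a fitted effect of over 50% in size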
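Temperature-shift cytotoxicity format: compound titrations on p53-null or A138V-expressing H1299 cells held 24 hr at 39C, cell ATP then measured, AC50 from Hill model.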
* = called active by the depositor; u = inconclusive; [ ] = dose if it differs, or a comment. Calls come from the whole dose curve; as a rule, active = well fitted cell-killing curve with a large enough effect; inconclusive = small, poorly fitted or top-dose-only effect; inactive = no such curve, though single readings can be large or run the other way. Potency is the fitted concentration of half-maximal effect. An excerpt (hit frequency here may not be typical).

molecule | p53null 32C tox | p53null 39C tox
O=C(CCC(=O)N1CCc2ccccc2C1)N1CCN(S(=O)(=O)c2ccccc2)CC1 | -4% | 1%
CCCCC(=O)Nc1ccc2c(c1)oc1ccccc12 | -8% | 12%
COc1ccccc1N1CCN(c2cc(N3CCCC3)nc(C)n2)CC1 | 0% | 42%
COc1cc(/C=N/n2cnc3scc(-c4cccs4)c3c2=O)cc(OC)c1OC | -5% | 9%
CC(C)(C)n1nnnc1C(c1cccs1)N1CCCC2(CCCCC2)C1 (configuration not stated) | 2% | -4%
COc1cccc(-c2nc3n(n2)C(c2ccccc2Cl)C(C(N)=O)=C(C)N3)c1 (configuration not stated) | -1% | 7%
O=C(/C=C/c1ccco1)NC(=S)NNC(=O)c1ccco1 | -16% | -25%
O=C(c1ccccn1)N1CCN(c2ccc(C(F)(F)F)cn2)CC1 | 3% | -12%
O=C(C1CCCN(S(=O)(=O)c2ccccc2)C1)N1CCN(c2ncccn2)CC1 (configuration not stated) | 2% | 13%
CC(C)CC(C(=O)Nc1oc(-c2ccccc2)c(-c2ccccc2)c1C#N)N1C(=O)c2ccccc2C1=O (configuration not stated) | 5% | -1%
O=S(=O)(c1ccc(F)cc1)N1CCN(Cc2ccccc2C(F)(F)F)CC1 | -13% | -8%
CCOC(=O)c1ccc(NC(=O)Nc2ccc3c(c2)OCCO3)cc1 | -5% | -4%
Cc1ccc(-c2nc(S(=O)(=O)c3ccc(F)cc3)c(SCC(=O)NCC3CCCO3)o2)cc1 (configuration not stated) | 11% | 6%
COc1ccc2c(c1)C1=NN(/C(C)=C\C(C)=O)C(c3ccccc3)C1CC2 (configuration not stated) | -1% | -1%
Cc1ccc(NC(=O)CN2CCC(C(=O)c3ccc(F)cc3)CC2)cc1 | -6% | -6%
Cn1cnc([N+](=O)[O-])c1Nc1ccccc1O | 6% | 3%
Cc1cc(Cl)c(S(=O)(=O)NC2CCCCC2)cc1OCC(=O)Nc1nncs1 | -6% | -8%
COc1cc(C(=O)N2CCN(C/C=C/c3ccccc3)CC2)cc(OC)c1OC | -3% | 25%
CC(NC(=O)CSc1nc2c(c(C(F)(F)F)n1)CCc1ccccc1-2)c1ccccc1 (configuration not stated) | 4% | 1%
COc1ccc(S(=O)(=O)Nc2ccc(S(=O)(=O)Nc3ccc(F)cc3)cc2)cc1C | 8% | -12%
CCOC(=O)C(C(C)=O)C(c1ccc(OCCC(C)C)cc1)C(C(C)=O)C(=O)OCC (configuration not stated) | -9% | u
COc1ccc(-c2c(C)nn(-c3ccccc3)c2N)cc1OC | -3% | 20%
CCC1(C)Cc2nc3[nH]c(=S)n(-c4ccc(C)cc4)c(=O)c3cc2CO1 (configuration not stated) | -6% | 21%
O=c1cc(O)n(-c2ccccc2)c(=S)[nH]1 | 5% | 12%
CC1(C)Cc2c(C#N)c(N3CCN(C(=O)c4ccccc4)CC3)nc(-c3ccco3)c2CS1 | 0% | -2%
O=C(Cn1nc(C(F)(F)F)c2c1CCC2)NCc1ccc(Cl)cc1 | -3% | 0%
O=C(Cc1ccc(-n2cccc2)cc1)NC1CCCCCC1 | 5% | 22%
O=C(CSc1oc(-c2ccco2)nc1S(=O)(=O)c1ccc(F)cc1)NCC1CCCO1 (configuration not stated) | 3% | 21%
O=C(COC(=O)CSc1nnc(-c2ccc(Cl)cc2)o1)Nc1cc(Cl)cc(Cl)c1 | -14% | 0%
COc1ccccc1CCNC(=O)CCSc1nc(-c2ccco2)cc(C(F)(F)F)n1 | -6% | -7%
COc1ccc(C(OC(=O)c2ccco2)C(=O)NC2CCCCC2)cc1 (configuration not stated) | -5% | -8%
CC(C)CCSc1nnc(Cn2c(=O)sc3ccccc32)n1C | 6% | -7%
Cc1cc(C)n(CCc2nc(-c3cccs3)cs2)n1 | 6% | 8%
Cc1cc(NC(=O)CCC(=O)N(Cc2ccco2)C(C)(C)C(=O)NC2CCCCC2)no1 | 3% | -3%
COc1ccc(C(=O)Nc2ccccc2N2CCN(C(=O)C(C)C)CC2)cc1Cl | 13% | -16%
COc1ccc(OC)c(S(=O)(=O)Nc2ccccc2SC)c1 | -2% | 11%
COc1ccc(N2Nc3n[nH]c(N)c3N2)cc1 | -18% | -14%
COC(=O)Cn1nc(C)c2ccccc2c1=O | 0% | -3%
CCCNCc1cc(Cl)c(OCC)c(Cl)c1 | 4% | 5%
O=S(=O)(NCC(c1cccnc1)N1CCOCC1)c1cccs1 (configuration not stated) | -8% | 9%
O=C(O)CN1C(=O)SC(Nc2ccccc2)C1=O (configuration not stated) | -1% | -5%
Cc1cc(C)cc(-n2nnc(C(=O)NCc3ccco3)c2N)c1 | -5% | -4%
N#Cc1c(NC(=O)c2ccccc2Cl)n(Cc2ccccc2)c2nc3ccccc3nc12 | -7% | 2%
CC1(C)CC(=O)C(C=NCCN2CCN(CCc3ccccc3)CC2)=C(O)C1 | 4% | u
Cc1c(C(=O)N/N=C/C(C)C)[nH]c2c([N+](=O)[O-])cccc12 | 15% | 6%
O=C(Oc1ccc(N(Cc2cccs2)C2=NS(=O)(=O)c3ccccc32)cc1)c1ccco1 | -2% | 14%
COc1ccc(S(=O)(=O)n2nc(-c3cc(OC)c(OC)c(OC)c3)cc2N)cc1OC | 7% | -11%
C=C(Cl)COc1ccc2c(C)cc(=O)oc2c1 | 13% | 31%
CCN(c1ccccc1)S(=O)(=O)c1ccc(Cl)c(NC(=O)CSc2n[nH]c(N)n2)c1 | -13% | -7%[1.84 µM]
COc1ccc(OC)c(C(=O)c2ccccc2)c1 | 12% | -19%

Four entries from above, field by field.
N#Cc1c(NC(=O)c2ccccc2Cl)n(Cc2ccccc2)c2nc3ccccc3nc12
  p53null 32C tox: -7%
  p53null 39C tox: 2%

CC1(C)CC(=O)C(C=NCCN2CCN(CCc3ccccc3)CC2)=C(O)C1
  p53null 32C tox: 4%
  p53null 39C tox: u

Cc1c(C(=O)N/N=C/C(C)C)[nH]c2c([N+](=O)[O-])cccc12
  p53null 32C tox: 15%
  p53null 39C tox: 6%

O=C(Oc1ccc(N(Cc2cccs2)C2=NS(=O)(=O)c3ccccc32)cc1)c1ccco1
  p53null 32C tox: -2%
  p53null 39C tox: 14%

More compounds.
molecule | p53null 32C tox | p53null 39C tox
CCOC(=O)n1c(=O)oc2cc(S(=O)(=O)N3CCCCC3)ccc21 | -6% | 8%
Cc1ccc(S(=O)(=O)Oc2ccc(C)cc2/C=N/N=C2\NC(=O)C(C)S2)cc1 (configuration not stated) | u | -26%
COc1ccc(N2CCN(Cc3nc(-c4ccc(Cl)cc4Cl)no3)CC2)cc1 | -13% | 2%
COc1ccc(C(=O)NCC(=O)OCC(=O)N2CCCc3ccccc32)cc1 | 2% | 9%[1.84 µM]
COc1ccc2c(=O)cc(-c3ccccc3)n(C)c2c1 | -1% | -10%
CCCCN(C(=N)N1CCCCC1)c1nc(C)c([N+](=O)[O-])c(=O)[nH]1 | 13% | 5%[1.84 µM]
O=C(COC(=O)Cc1ccsc1)NC(c1ccccc1)c1ccccc1 | -4% | 8%
c1ccc(N=C(c2cccs2)N2CCOCC2)cc1 | -6% | 1%
Cc1c(C(=O)N2CCCC2)sc(NC(=O)c2ccco2)c1C#N | -2% | -9%
Nc1ccc2c(c1)C(=O)N(CCCCCC(=O)O)C2 | -1% | 12%
CCOC(=O)CSc1nc2ccccc2c(=O)n1CCN1CCOCC1 | 8% | 1%
Cc1cc(C)cc(C(=O)N2CCN=C2SCc2ccc([N+](=O)[O-])cc2)c1 | -9% | -8%
COc1ccc(-c2ccc(OC)cc2)cc1 | 2% | -13%
Cn1c(=O)cc(SCC(=O)NCc2cccnc2)c2ccccc21 | -1% | -5%
Cc1nnc(C)n1/N=C/c1cccc(Oc2ccccc2)c1 | 3% | -17%
COc1ccc(C(=O)CN2C(=O)NC3(CCCc4ccccc43)C2=O)cc1OC (configuration not stated) | -1% | 13%
COc1cc(SC)ccc1C(=O)N1CCCCCC1 | -3% | 5%
Cc1c(NC(=O)COC(=O)c2cc(-c3cccc4ccccc34)nc3ccccc23)c(=O)n(-c2ccccc2)n1C | 8% | 2%
COc1ccc(/C=N/N=C2/NC(=O)C(CC(=O)O)S2)cc1OCc1ccc(Cl)cc1Cl (configuration not stated) | 9% | 16%
Cc1cc(C(F)(F)F)c(C#N)c(=O)[nH]1 | -2% | 31%[activator]
COc1ccc(CNC(=O)C(OC(=O)c2ccco2)c2ccc(OC)cc2)cc1 (configuration not stated) | -2% | -8%
Cc1c(Cl)c(C(=O)NC2C3CC4CC(C3)CC2C4)nn1C (configuration not stated) | 5% | 17%
COc1cccc(-c2nnc(-c3ccc(C(F)(F)F)cc3)o2)c1 | -9% | -13%
Cc1ccc(C)c(N=C2CCCN2Cc2ccccc2)c1C#N | -1% | 0%
Cc1ccc(-c2nnn(CC(=O)N(c3ccccc3)C(C(=O)NC(C)(C)C)c3cccs3)n2)o1 (configuration not stated) | -8% | 3%
COC(=O)c1cc2cc(NS(=O)(=O)c3ccc(C)cc3)ccc2s1 | -4% | -17%
CN1CCCc2cc(C=O)ccc21 | -3% | -3%
CC12CCC(c3nnc(SCc4ccc(Cl)cc4)nc31)C2(C)C (configuration not stated) | -12% | -16%
CCOc1cc(C2C(C#N)=C(N)OC(C)=C2C(C)=O)c(Br)c(Br)c1OC(C)C (configuration not stated) | 22% | 13%
O=C(Cn1nnc(-c2cccs2)n1)NCCc1ccccc1 | 2% | -21%
O=C(N/N=C/c1c[nH]c2c1ccc1ccccc12)c1ccc([N+](=O)[O-])cc1 | 4% | 31%
Cc1ccc(S(=O)(=O)CC(=O)N(C)C)cc1 | -4% | 6%
CSc1nc(C)cc(SCC(=O)Nc2ccc(Cl)cc2Cl)n1 | 8% | 1%
CCCS(=O)(=O)N1CCN(C(=O)c2ccccc2F)CC1 | 6% | -12%
Oc1c(C(c2ccc(F)cc2)N2CCc3ccccc3C2)sc2ncnn12 (configuration not stated) | 20% | 12%
CC(C)NC(=O)Cn1c(SCC(=O)c2ccc(F)cc2)nc2ccccc21 | 1% | 9%
CC(c1ccccc1)N1C(=O)c2ccc(C(=O)NCc3ccco3)cc2C1=O (configuration not stated) | -8% | 4%
CCOc1ccccc1NC(=O)C1CCCN(C(=O)Nc2ccccc2)C1 (configuration not stated) | -11% | -2%
COc1ccc(NC(=O)c2cccnc2N2CCCCC2)cc1 | 14% | 1%
Cc1ccc(NC2=NC(=S)N(CC#N)C23CCCCC3)cc1 | 7% | -7%
CN(C)[C@@H]1CCC[C@H]1OC(=O)C(c1ccccc1)c1ccccc1 | 5% | 6%
CCn1c(Cc2cccc3ccccc23)nnc1SCC(=O)Nc1nccs1 | -9% | 14%
Cc1ccc2c(Cl)c(C(=O)NCCCn3ccnc3)sc2c1 | -15% | -11%
COc1ccccc1N1CCN(C(=O)CCCN2C(=O)c3cccc4cccc(c34)C2=O)CC1 | -7% | 17%
O=C(C1COc2ccccc2O1)N1CCc2ccccc2C1 (configuration not stated) | 3% | -15%
O=C(Nc1nccs1)c1ccc(Br)o1 | 0% | 18%
COc1cccc(-c2nc(CS(=O)(=O)CC(=O)NCCC(C)C)c(C)o2)c1 | -6% | 6%
Cc1ccc(Cl)cc1N1CCN(C(=O)CN(C2CCCCC2)S(C)(=O)=O)CC1 | 12% | -24%
CCOC(=O)c1c(C)c(C(=O)NCCN2CCOCC2)c(C)n1C | 6% | -10%
Cc1nc2ccc(NC(=O)N3CCCCC3)cc2nc1C | -9% | -2%

(list continues)
molecule | p53null 32C tox | p53null 39C tox
COc1ccc2c(c1)-c1c(ssc1=S)C(C)(C)N2 | -19% | -7%
COc1ccc(C(=O)N2CCC(C(=O)c3ccc(F)cc3)CC2)cc1 | -3% | 17%
CCOC(=O)C1CCN(C(=O)Nc2cccc(Cl)c2)CC1 | 3% | 14%
Cc1[nH]c2ccccc2c1SCC(=O)O | 4% | 25%
Cc1cc(C(=O)NNC(=S)NCc2ccco2)n(C)n1 | 9% | 19%
Cc1ccc(-c2nnn(CC(=O)NC3CCN(Cc4ccccc4)CC3)n2)cc1 | 14% | 26%
Cc1ccc(-n2ncc3c(=O)n(CC(=O)N4CCCc5ccccc54)cnc32)cc1C | 7% | 1%
Cc1ccc(/C(=N\O)c2oc3c(C)c4oc(=O)cc(C)c4cc3c2C)cc1 | 26% | 20%
O=C(Cn1c(-c2cscn2)nc2ccccc21)Nc1ccc(Cl)cc1 | 1% | 0%
CC(C)Oc1ccc(/C=N/NC(=O)C(CSCc2ccccc2)NC(=O)c2ccc([N+](=O)[O-])cc2)cc1 (configuration not stated) | 0% | -8%
Cc1nn2c3ccccc3n(Cc3ccccc3)c2nc1=O | 2% | 18%
CS(=O)(=O)N1CCc2cc(C(=O)N3CCCCC3)ccc21 | -2% | -6%
CCc1c(O)cc2n(c1=O)-c1ccccc1C2(C)C | -7% | 17%
C#CC[N+]1(CC#Cc2ccc(C)cc2)CCCCC1 | 7% | 7%
Cc1ccc2cccc(NC(=S)NC(=O)c3ccnn3C)c2n1 | 1% | 6%
COC(=O)c1ccc(CSc2nc3c(cnn3-c3ccc(C)cc3)c(=O)[nH]2)o1 | 0% | 10%
